Source: PubChem
LmPK inhibitor = qHTS Assay for Inhibitors of Leishmania Mexicana Pyruvate Kinase (LmPK) | Q27686 | purified LmPK, Kinase-Glo ATP luminescence, 1 h | Potency, µM (series often up to 57.5 µM), for the others: at the top dose activity change, negative = inhibition, actives largely listed as inhibitors | actives 0.37% (n = 290,000) | AID 1721, 2009; further: potency means the concentration at half of the fitted maximal effect; on the % scale 0 is the no-effect control and ±100 the full control effect
Target sequence (Q27686 whole entry, looked up): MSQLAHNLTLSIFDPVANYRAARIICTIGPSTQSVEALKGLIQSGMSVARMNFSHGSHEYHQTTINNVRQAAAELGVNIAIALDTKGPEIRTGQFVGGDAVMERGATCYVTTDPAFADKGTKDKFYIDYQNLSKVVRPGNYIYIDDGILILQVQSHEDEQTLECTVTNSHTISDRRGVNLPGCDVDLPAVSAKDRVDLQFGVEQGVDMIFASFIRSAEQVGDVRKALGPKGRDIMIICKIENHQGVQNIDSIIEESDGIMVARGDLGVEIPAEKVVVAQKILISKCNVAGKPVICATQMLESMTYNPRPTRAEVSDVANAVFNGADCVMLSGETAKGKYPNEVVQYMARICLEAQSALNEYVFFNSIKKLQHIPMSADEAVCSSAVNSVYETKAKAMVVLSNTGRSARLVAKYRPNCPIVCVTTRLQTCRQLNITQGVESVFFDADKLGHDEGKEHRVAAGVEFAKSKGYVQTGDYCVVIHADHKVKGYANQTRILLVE
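In 50 mM imidazole pH 7.2 with 7 mM MgCl2, LmPK (0.1 nM) turned over PEP (0.5 mM) and ADP (0.1 mM) for 1 h at room temperature. Luciferase read-out of ATP.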
Pf growth 96h = Primary qHTS for delayed death inhibitors of the malarial parasite plastid, 96 hour incubation; P. falciparum luciferase reporter growth, 96 h; Potency, µM (highest dose often 28.7 µM), for inactives: at the top dose activity change, negative = inhibition, usual class: inhibitors; actives 6.9% (n = 320,000); further: potency means the concentration at half of the fitted maximal effect; on the % scale 0 is the no-effect control and ±100 the full control effect
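Erythrocytes infected with luciferase-expressing P. falciparum were dispensed at 2% hematocrit and 0.05% parasitemia (final), then incubated with compounds 96 hours at 37 C in 5% CO2. Luminescence after detection reagent addition reported growth.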
Tb PYK inh = qHTS of Trypanosoma Brucei Inhibitors | pyruvate kinase (Trypanosoma brucei), Q57TT1 | TbPYK enzyme, Kinase-Glo Plus ATP luminescence, 45 min | Potency, µM (doses to about 76.8 µM), inactives show top-dose activity, negative = inhibition, actives largely listed as inhibitors | actives 0.12% (n = 410,000); further: potency means the concentration at half of the fitted maximal effect; on the % scale 0 is the no-effect control and ±100 the full control effect; nearly all actives have a fitted effect of over 50% in size
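TbPYK + substrate in 50 mM TEA pH 7.2, 100 mM KCl, 10 mM MgCl2, 0.05% BSA, 0.01% Tween-20; cpd pinned; ADP 130 uM final; 45 min RT; Kinase-Glo Plus 10 min; luminescence endpoint.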
Shiga inhibitor = A qHTS for Small Molecule Inhibitors of Shiga Toxin; actives 9.2% (n = 290,000); Vero cells, Shiga toxin protein synthesis inhibition reporter; inhibition, % at 38.7 µM; in the data active means inhibition mostly above about 28%, no sharp cut-off; inactive means mostly below about 43%; further: 0% is about no effect
Cycloheximide cs = Cycloheximide Counterscreen for Small Molecule Inhibitors of Shiga Toxin; actives 12% (n = 300,000); max response, %; AID 2314, 2010; cell reporter, cycloheximide protein synthesis inhibition counterscreen; in the data active means max response mostly above about 13%, no sharp cut-off; inactive means mostly below about 14%; further: read at 38.3 µM for the half of the compounds with a filed dose; 0% is about no effect
Pf growth 48h = Primary qHTS for delayed death inhibitors of the malarial parasite plastid, 48 hour incubation; P. falciparum luciferase growth in erythrocytes, 48 h; Potency, µM (series often up to 28.7 µM), for inactives: top-dose activity change, negative = inhibition, actives largely listed as inhibitors; actives 5.9% (n = 310,000); further: potency means the concentration at half of the fitted maximal effect; on the % scale 0 is the no-effect control and ±100 the full control effect
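Here the parasites carry a stable luciferase gene and grow inside erythrocytes in Albumax-based RPMI medium with compound for one erythrocytic cycle. Activity is scored as loss of luminescent signal.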
HCV inhibitor = qHTS Assay for Inhibitors of Hepatitis C Virus (HCV). Potency, µM (titrated, usually from 41.8 µM), for the others: at the highest dose activity change, negative = inhibition, usual class: inhibitors. actives 3.4% (n = 340,000). Huh7.5.1 HCVcc-Cre infection, luciferase reporter, 44 h; further: potency means the concentration at half of the fitted maximal effect; on the % scale 0 is the no-effect control and ±100 the full control effect
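Cells seeded at 1,000/well and cultured 4 h, then compounds added followed by HCVcc-Cre virus (~0.5 moi). After 44 h further culture, luciferase substrate was added, plates held 15 min at room temperature, and luminescence read for 15 sec.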
* marks the source's active call; other numbers are inactive results; [ ] = remark or other dose. Unless noted, the call rests on the fitted dose curve; in most records, active means well fitted curve in the direction sought with a large enough effect; inconclusive means small, poorly fitted or top-dose-only effect, or another doubt; inactive means no such curve, though single readings can be large; an effect the other way counts as inactive or inconclusive.

COc1ccc(CCN(C)C2CCCN(S(=O)(=O)C(C)C)C2)cc1OC (configuration not stated) was read as LmPK inhibitor 0.4%, Pf growth 96h inconclusive, Tb PYK inh -0.3%, Shiga inhibitor -0.6, Cycloheximide cs -0.8, Pf growth 48h 30.7% and HCV inhibitor 10.7%.
For NC(=O)C1CC(=O)N(c2ccc(OCc3ccc(F)cc3)cc2)C1 (configuration not stated) the results were LmPK inhibitor 0.3%, Pf growth 96h 37.0%[activator], Tb PYK inh -3.5%, Shiga inhibitor 93.7*, Cycloheximide cs 37.4*, Pf growth 48h 125.2%[activator] and HCV inhibitor 5.0%.
Cc1ccc(NC(=O)CN(C)C(=O)c2cn(Cc3ccccc3)nc2-c2cccnc2)cc1 was read as Pf growth 96h inconclusive, Tb PYK inh -1.0%, Pf growth 48h inconclusive and HCV inhibitor inconclusive.
For Cc1cc(=O)[nH]c(/N=C(\N)Nc2ccc(Oc3ccccc3)cc2)n1 the results were LmPK inhibitor 1.3%, Pf growth 96h inconclusive, Tb PYK inh -0.7%, Shiga inhibitor 4.8, Cycloheximide cs -6.1, Pf growth 48h inconclusive and HCV inhibitor 28.8%.
For CCCc1c(C)nc(N2CCN(c3cccc(OC)c3)CC2)[nH]c1=O the results were LmPK inhibitor -0.7%, Pf growth 96h 0.0%, Tb PYK inh -2.9%, Shiga inhibitor 11.4, Cycloheximide cs 0.6, Pf growth 48h 11.1% and HCV inhibitor -8.8%.
Cc1ccc(CSc2nnc(C(F)(F)F)n2Cc2ccc(F)cc2)cc1 was read as LmPK inhibitor 0.0%, Pf growth 96h 71.9%[activator], Tb PYK inh -10.5%, Shiga inhibitor 21.5, Cycloheximide cs 16.0*, Pf growth 48h -2.9% and HCV inhibitor 8.8%.
Screening COc1cccc(N(C)C(=S)Oc2ccc3c(c2)CCCC3)n1 returned Pf growth 96h inconclusive, Tb PYK inh -2.0% and Pf growth 48h inconclusive.
COc1ccc(CN(C)C(=O)Cc2ccsc2)c(OC)c1OC was read as LmPK inhibitor -5.9%, Pf growth 96h inconclusive, Tb PYK inh -6.2%, Shiga inhibitor -10.3, Cycloheximide cs -2.9, Pf growth 48h 13.1µM* and HCV inhibitor 6.5%.
`Nc1ncn(CC(=O)c2ccccc2)n1` gave LmPK inhibitor 2.1%, Pf growth 96h 27.2%, Tb PYK inh -0.3%, Shiga inhibitor -6.4, Cycloheximide cs 0.6, Pf growth 48h 3.9% and HCV inhibitor 18.1%.
N#Cc1cc2ccc(N3CCOCC3)cc2cc1C#N was read as LmPK inhibitor -3.7%, Pf growth 96h 14.2%, Tb PYK inh 2.2%, Shiga inhibitor 22.6, Cycloheximide cs 5.9, Pf growth 48h 3.5% and HCV inhibitor 10.0%.
Cc1onc(-c2ccccc2Cl)c1C(=O)N1CCN(C=O)CC1 was read as LmPK inhibitor -3.2%, Pf growth 96h 5.0%, Tb PYK inh -1.9%, Shiga inhibitor 5.9, Cycloheximide cs -3.9, Pf growth 48h 8.6% and HCV inhibitor 7.9%.
Screening C/C(=N/NC(=O)Cc1cc(=O)[nH][nH]1)c1ccc([N+](=O)[O-])cc1 returned LmPK inhibitor 3.0%, Pf growth 96h 39.1%[activator], Tb PYK inh -7.9%, Shiga inhibitor 14.0, Cycloheximide cs -3.1, Pf growth 48h 14.3% and HCV inhibitor 10.8%.
Screening CCCN(CC(=O)Nc1ccccc1OC)C(C)C(=O)NC(C)CCc1ccccc1 (configuration not stated) returned LmPK inhibitor -4.0%, Pf growth 96h -11.3%, Tb PYK inh -4.9%, Shiga inhibitor -4.3, Cycloheximide cs 8.3, Pf growth 48h inconclusive and HCV inhibitor -13.5%.
Screening CCOc1cc(C2NC(=O)NC(C)=C2C(=O)OCc2ccccc2)ccc1O (configuration not stated) returned LmPK inhibitor 4.4%, Pf growth 96h -10.2%, Tb PYK inh 3.7%, Shiga inhibitor 11.2, Cycloheximide cs -4.4, Pf growth 48h 2.33µM* and HCV inhibitor -27.0%.
`CC1(C)Cc2c(sc3nc[nH]c(=O)c23)CO1` gave LmPK inhibitor -1.2%, Pf growth 96h -11.4%, Tb PYK inh 9.2%, Shiga inhibitor -15.2, Cycloheximide cs -0.6, Pf growth 48h inconclusive and HCV inhibitor -25.8%.
Screening CCCC(=O)NCCCc1nc2ccccc2[nH]1 returned LmPK inhibitor -3.3%, Pf growth 96h 23.4%, Tb PYK inh -8.9%, Shiga inhibitor -8.2, Cycloheximide cs -2.7, Pf growth 48h 3.8% and HCV inhibitor -1.4%.
CCn1c2ccccc2c2cc(/C=N/n3cnnc3)ccc21 was read as LmPK inhibitor 4.4%, Pf growth 96h -16.2%, Tb PYK inh -3.4%, Shiga inhibitor -16.7, Cycloheximide cs -1.6 and HCV inhibitor 7.94µM*.
Cc1ccc2nc(C)cc(SCC(=O)N/N=C/c3ccco3)c2c1 was read as LmPK inhibitor -6.9%, Pf growth 96h 14.7%, Tb PYK inh -2.9%, Shiga inhibitor 9.1, Cycloheximide cs 11.7, Pf growth 48h -1.5% and HCV inhibitor -6.1%.
`CCOC(=O)CSc1nnc(CNC(=O)c2ccc(OC)cc2)n1Cc1ccccc1` gave LmPK inhibitor -0.2%, Pf growth 96h -21.1%, Tb PYK inh -1.6%, Shiga inhibitor 7.8, Cycloheximide cs -0.8, Pf growth 48h 4.8% and HCV inhibitor 8.7%.
COc1cccc(CNC(=O)Cn2nc(C)c([N+](=O)[O-])c2C)c1 was read as LmPK inhibitor 0.7%, Pf growth 96h inconclusive, Tb PYK inh -1.0%, Shiga inhibitor 1.5, Cycloheximide cs 2.4, Pf growth 48h 5.1% and HCV inhibitor 4.2%.
CC(C)(O)C#Cc1ccc(CN2CCN(CCc3ccccc3)C(CCO)C2)s1 (configuration not stated) was read as LmPK inhibitor 4.5%, Pf growth 96h -17.6%, Tb PYK inh 7.4%, Shiga inhibitor -12.8, Cycloheximide cs 0.3, Pf growth 48h inconclusive and HCV inhibitor -4.2%.
CN(C1CCCC1)C1CCN(C(=O)CNC(=O)/C=C/c2ccc(F)cc2)CC1 was read as LmPK inhibitor -4.8%, Pf growth 96h -5.8%, Tb PYK inh -0.6%, Shiga inhibitor 8.5, Cycloheximide cs 3.7, Pf growth 48h 2.3% and HCV inhibitor -19.9%.
CC(C)(C)Nc1nc(SCC(=O)Nc2ccccc2Cl)nc(N2CCOCC2)n1 was read as LmPK inhibitor -0.5%, Pf growth 96h inconclusive, Tb PYK inh 6.3%, Shiga inhibitor -10.7, Cycloheximide cs 12.7, Pf growth 48h inconclusive and HCV inhibitor -22.8%.
CCCCN(C(=O)c1ccc(NC2CC2)c([N+](=O)[O-])c1)c1c(N)n(CCCC)c(=O)[nH]c1=O was read as Pf growth 96h inconclusive, Tb PYK inh 2.1%, Pf growth 48h inconclusive and HCV inhibitor inconclusive.
`COc1ccc2[nH]c(C)c(CCNCc3cccnc3)c2c1` gave Pf growth 96h inconclusive, Tb PYK inh 1.2%, Pf growth 48h inconclusive and HCV inhibitor 4.1%.
`O=C(COC(=O)c1cnccn1)Nc1ccc(Cl)cc1C(F)(F)F` gave Pf growth 96h 5.5%, Tb PYK inh -3.4%, Pf growth 48h 13.7% and HCV inhibitor 4.2%.
`CN1CCN(CCOc2ccc(-c3ccccc3)cc2)CC1` gave LmPK inhibitor -3.7%, Pf growth 96h inconclusive, Tb PYK inh -6.1%, Shiga inhibitor 85.8*, Cycloheximide cs 46.2*, Pf growth 48h inconclusive and HCV inhibitor inconclusive.
COC(=O)C1=NNC(C(=O)c2ccco2)C1c1ccc(OC)cc1 (configuration not stated) was read as LmPK inhibitor 1.1%, Pf growth 96h -21.4%, Tb PYK inh -5.7%, Shiga inhibitor -6.0, Cycloheximide cs 0.7, Pf growth 48h -13.0% and HCV inhibitor 4.3%.
Screening O=C(CCn1c(=S)oc2ccccc21)Nc1ccc(F)cc1 returned LmPK inhibitor -4.6%, Pf growth 96h inconclusive, Tb PYK inh 2.2%, Shiga inhibitor -21.5, Cycloheximide cs 0.8, Pf growth 48h 10.1% and HCV inhibitor -6.8%.
Cc1nn(CCOc2ccccc2)c(=O)n1-c1c(F)cccc1F was read as LmPK inhibitor -2.4%, Pf growth 96h 127.0%[activator], Tb PYK inh -9.3%, Shiga inhibitor 32.5*, Cycloheximide cs 51.8*, Pf growth 48h 106.9%[activator] and HCV inhibitor 11.4%.
Screening Cc1cccc(NC(=O)CSc2nc3c(oc4ccccc43)c(=O)n2-c2ccccc2)c1 returned LmPK inhibitor 0.9%, Pf growth 96h inconclusive, Tb PYK inh -10.0%, Shiga inhibitor 9.1, Cycloheximide cs -1.1, Pf growth 48h -15.2% and HCV inhibitor inconclusive.
`O=C(CN1C(=O)C2CC=CCC2C1=O)NC1CCCCC1` (configuration not stated) gave LmPK inhibitor -1.2%, Pf growth 96h -0.9%, Tb PYK inh -1.1%, Shiga inhibitor 27.2, Cycloheximide cs 7.0, Pf growth 48h 15.5% and HCV inhibitor 8.5%.
Screening CSc1ccc(CNC2CC2)cc1 returned LmPK inhibitor -3.4%, Pf growth 96h 55.6%[activator], Tb PYK inh 0.6%, Shiga inhibitor -1.7, Cycloheximide cs -2.2, Pf growth 48h 39.4%[activator] and HCV inhibitor 11.3%.
O=C(CSc1nnc(-c2cccs2)o1)OC1CCCCC1 was read as LmPK inhibitor 0.5%, Tb PYK inh -9.4%, Shiga inhibitor 1.1, Cycloheximide cs -2.5, Pf growth 48h 1.6% and HCV inhibitor 11.4%.
`c1ccc(N2CCN(c3cnc4ccccc4n3)CC2)cc1` gave LmPK inhibitor 2.6%, Pf growth 96h 259.0%[activator], Tb PYK inh -2.0%, Shiga inhibitor 145.6*, Cycloheximide cs 62.0* and HCV inhibitor -26.1%.
Screening S=C(NCc1ccncc1)NC1CCCCC1 returned LmPK inhibitor -0.9%, Pf growth 96h 6.2%, Tb PYK inh 2.5%, Shiga inhibitor -8.2, Cycloheximide cs 1.0, Pf growth 48h -6.0% and HCV inhibitor -29.4%.
`CC(C)[C@@]1(c2ccccc2)ON(c2ccccc2C(F)(F)F)C1=O` gave Pf growth 96h inconclusive, Pf growth 48h 1.65µM* and HCV inhibitor -14.1%.
`COc1ccc(CN2C(=O)c3ccccc3C2=O)cc1C(=O)OC(C)C(=O)NC(N)=O` (configuration not stated) gave LmPK inhibitor 1.5%, Pf growth 96h -1.7%, Tb PYK inh 5.3%, Shiga inhibitor -10.0, Cycloheximide cs -4.6, Pf growth 48h -19.8% and HCV inhibitor -3.2%.
`O=C(C1CCN(S(=O)(=O)c2cnc[nH]2)CC1)N1CCn2c1nc1ccccc12` gave LmPK inhibitor -3.3%, Pf growth 96h 6.5%, Tb PYK inh 6.2%, Shiga inhibitor -7.1, Cycloheximide cs -3.2, Pf growth 48h 16.8% and HCV inhibitor 16.9%.

An unsorted share of the library; about 24% have a hit in one of these screens.
